Screening results: PubChem BioAssay, several laboratories
NadD block = inhibitors of Staphylococcus aureus NadD. purified NadD enzyme, colorimetric absorbance read-out. inhibition, % at 20 µM. 360,000 tested, 0.78% active. AID 602399; in the data active = inhibition above about 26%; note: some compounds past the cut are filed as inactive
LMPTP inh = LMPTP (human) inhibition | P24666 | recombinant LMPTP-A, OMFP fluorogenic substrate, fluorescence intensity | inhibition, % at 20 µM | 360,000 tested, 0.22% active;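 active = compounds that cut the enzyme signal by at least half of the control window in the single-dose screen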;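 note: plate controls were DMSO wells with enzyme plus substrate for no effect and substrate without enzyme for full effect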
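Test system – LMPTP-A phosphatase enzyme · Quantity – 0.625 nM LMPTP-A final · Reagent – OMFP substrate, 400 µM final · Dosing – one test concentration per compound, 20 µM, with 3% DMSO overall · Timing – 50 min enzyme reaction at room temperature, protected from light · Detection – fluorescence intensity · Controls – substrate-only low control, DMSO enzyme-plus-substrate high control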
Scp1 inh = inhibitors of human Scp-1 phosphatase. Q9GZU7. Recombinant Scp1, phosphopeptide, malachite green phosphate absorbance. inhibition, % at 20 µM. 340,000 tested, 0.88% active;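 active = inhibition above about 50% at 20 µM, limit read from the data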;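 note: plate controls were DMSO wells with enzyme for no effect and wells lacking enzyme for full effect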
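Test system – truncated SCP-1 phosphatase (76-261aa) · Reagent – Phosphorylated 17-residue peptide substrate · Incubation – 45 min room-temperature reaction, 5 min colour, 30 min stabiliser · Detection – colorimetric phosphate reagent with accelerator and stabiliser, absorbance at 630 nm · Measure – % inhibition at 20 µM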
SUMO1 PPI mod = SUMO1-SIM interaction modulation | P63165 | SUMO1 binding to a labelled peptide, TR-FRET, 1 h | inhibition, % at 20 µM | 360,000 tested, 0.33% active; in the data active = inhibition above about 37%
STEP block = STEP (human) phosphatase inhibition; inhibition, % at 20 µM; recombinant STEP, OMFP fluorogenic substrate, fluorescence; 360,000 tested, 0.25% active; AID 588621; P54829;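 active = inhibition at 20 µM, scaled per plate between control wells, above about 37%, limit read from the data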;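 note: 0% = DMSO with enzyme and substrate and 100% = substrate only without enzyme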
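material = STEP tyrosine phosphatase | reagent = fluorogenic phosphatase substrate OMFP at 25 µM final | doses = single compound dose of 20 µM, 1% DMSO final | schedule = 20 min reaction, room temperature, in the dark | measured by = fluorescence, 480/540 nm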
Rpn11 block = blocks the human proteasome subunit Rpn11; calls only at 20 µM; 360,000 tested, 0.59% active; human 26S proteasome, Ub4-pepOG fluorescence polarization; 20S core pre-blocked with epoxomicin;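 active = inhibition at 20 µM, scaled to each plate's controls, above about 33%, limit read from the data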
MsrA inh = bovine MsrA inhibition | 360,000 tested, 0.75% active | AID 651718 | purified bovine MsrA, absorbance read-out | inhibition, % at 15.5 µM; in the data active = inhibition above about 4.5%;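 note: 0% = vehicle wells with enzyme and 100% = reference inhibitor wells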
CSN deneddyl inh = CSN deneddylation inhibition; Purified CSN, SCF-Nedd8-OG deneddylation, fluorescence polarization; inhibition, % at 12.5 µM; 360,000 tested, 0.38% active;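 active = pattern-corrected inhibition above about 35%, with an unprinted fluorescence ratio check between 0.5 and 1.5, limit read from the data, passing the limit was not always enough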;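 note: 0% = enzyme with substrate and 100% = substrate without enzyme; some results filed as inactive read as strong as hits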
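test system = HEK293T-derived human Csn5 enzyme | amount = 0.24 nM Csn5 enzyme, final concentration | medium = Tris/NaCl/DTT buffer, pH 7.5 | schedule = 90 min reaction at room temperature | signal = FP | evaluation = inhibition of Csn5 cleavage, % | compound dosing = single dose of 12.5 µM compound with 0.25% DMSO | probe or stimulus = 10 nM SCFSkp2-Nedd8OG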
DNMT1 block = inhibitors of human DNMT1; P26358; 360,000 tested, 0.83% active; AID 588458; DNMT1 molecular beacon, Hinp1I cleavage, fluorescence; inhibition (reported as % activation of signal), % at 10 µM; in the data active = inhibition above about 50%
Target sequence (P26358 504-1616 limits assumed): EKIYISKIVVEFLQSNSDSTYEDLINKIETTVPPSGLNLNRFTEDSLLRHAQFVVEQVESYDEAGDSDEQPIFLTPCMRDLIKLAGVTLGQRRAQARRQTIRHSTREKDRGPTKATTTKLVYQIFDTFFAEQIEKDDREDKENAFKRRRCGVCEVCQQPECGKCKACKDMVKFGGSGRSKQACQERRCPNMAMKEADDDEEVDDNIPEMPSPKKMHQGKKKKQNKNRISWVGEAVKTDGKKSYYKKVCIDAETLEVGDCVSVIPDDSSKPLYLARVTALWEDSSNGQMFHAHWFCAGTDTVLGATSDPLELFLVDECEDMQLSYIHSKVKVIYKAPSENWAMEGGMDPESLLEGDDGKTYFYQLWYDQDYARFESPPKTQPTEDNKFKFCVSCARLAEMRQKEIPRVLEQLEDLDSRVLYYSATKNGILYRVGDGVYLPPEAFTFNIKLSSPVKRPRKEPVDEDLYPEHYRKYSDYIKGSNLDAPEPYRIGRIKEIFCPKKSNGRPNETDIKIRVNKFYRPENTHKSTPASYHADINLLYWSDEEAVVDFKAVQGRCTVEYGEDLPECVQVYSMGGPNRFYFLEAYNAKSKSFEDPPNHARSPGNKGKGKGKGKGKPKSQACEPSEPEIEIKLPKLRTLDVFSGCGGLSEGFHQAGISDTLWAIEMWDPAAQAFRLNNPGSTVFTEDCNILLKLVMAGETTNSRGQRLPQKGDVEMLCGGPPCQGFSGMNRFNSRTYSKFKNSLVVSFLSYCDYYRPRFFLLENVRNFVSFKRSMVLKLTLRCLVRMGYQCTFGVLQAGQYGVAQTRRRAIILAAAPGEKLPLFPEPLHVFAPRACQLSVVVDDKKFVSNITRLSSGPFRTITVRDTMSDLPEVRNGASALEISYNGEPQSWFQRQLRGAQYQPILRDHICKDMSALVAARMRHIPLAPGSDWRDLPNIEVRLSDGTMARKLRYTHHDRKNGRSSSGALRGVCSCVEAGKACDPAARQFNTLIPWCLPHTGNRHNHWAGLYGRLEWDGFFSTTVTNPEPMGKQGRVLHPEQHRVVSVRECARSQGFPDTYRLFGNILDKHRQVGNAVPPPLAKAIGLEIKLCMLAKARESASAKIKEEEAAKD
TbMetRS inhib = blocks T. brucei methionyl-tRNA synthetase activity; purified T. brucei MetRS, ATP depletion, Kinase-Glo luminescence; inhibition, % at 11.9 µM; 360,000 tested, 0.4% active; AID 624268;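 active = inhibition above a per-plate cutoff of the control wells' mean inhibition plus 3 SD, cut at about 5.5% in these data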;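 note: 0% = DMSO wells median and 100% = median of wells with control inhibitor compound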
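System: purified T. brucei MetRS enzyme / Detection: Kinase-Glo luciferase luminescence reporting remaining unconsumed ATP / Medium: HEPES buffer with MgCl2, KCl, DTT, spermine, BSA, pyrophosphatase / Replication: singlicate, one well per compound / Evaluation: percent inhibition relative to median high and low control wells / Schedule: 2 h aminoacylation at 25 °C after 15 min preincubation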
The depositor's hits bear a star.

`O=C(/C=C/c1ccc(Cl)cc1)Nc1ccc(S(=O)(=O)Nc2ncccn2)cc1` gave NadD block 7, LMPTP inh -0.2, Scp1 inh 2, SUMO1 PPI mod -12, STEP block 0, Rpn11 block inactive, MsrA inh 0.7, CSN deneddyl inh 5, DNMT1 block 0 and TbMetRS inhib -0.4.
COC(=O)c1cc(=O)n(-c2ccccc2)c(=Nc2ccccc2)s1 was read as NadD block -5, LMPTP inh -0.7, Scp1 inh -1, SUMO1 PPI mod -13, STEP block -2, Rpn11 block inactive, MsrA inh 1.2, CSN deneddyl inh 3, DNMT1 block 5 and TbMetRS inhib -1.5.
O=S(=O)(Nc1cccc(S(=O)(=O)N2CCOCC2)c1)c1ccc(Cl)s1 was read as NadD block 1, LMPTP inh 0.3, Scp1 inh 1, SUMO1 PPI mod 3, STEP block -1, Rpn11 block inactive, MsrA inh -0.5, CSN deneddyl inh -15, DNMT1 block 3 and TbMetRS inhib -0.8.
For CCOC(=O)c1ccc(NC(=O)N2C3CCCC2CC(NC(C)=O)C3)cc1 (centres undefined) the results were NadD block -2, LMPTP inh 1.2, Scp1 inh -5, SUMO1 PPI mod 6, STEP block -1, Rpn11 block inactive, MsrA inh -0.6, CSN deneddyl inh 1, DNMT1 block 0 and TbMetRS inhib 0.0.
For N#Cc1c(-c2ccccc2)nc(N2CCOCC2)[nH]c1=O the results were NadD block 1, LMPTP inh -0.5, Scp1 inh -9, SUMO1 PPI mod 0, STEP block 0, Rpn11 block inactive, MsrA inh -0.4, CSN deneddyl inh -6, DNMT1 block 4 and TbMetRS inhib -0.9.
`Nc1nc2c(ncn2[C@@H]2O[C@H](CNC(=O)[C@H](N)Cc3ccccc3)[C@@H](O)[C@H]2O)c(=O)[nH]1` gave NadD block 0, LMPTP inh -0.7, SUMO1 PPI mod 1, STEP block 2, Rpn11 block inactive, MsrA inh -1.5, CSN deneddyl inh 2, DNMT1 block 4 and TbMetRS inhib 0.0.
For CC(Cc1ccccc1)C(=O)N(C)Cc1ccccc1 (centres undefined) the results were NadD block -1, LMPTP inh -2.5, Scp1 inh 0, SUMO1 PPI mod 1, STEP block -2, Rpn11 block inactive, MsrA inh -1.0, CSN deneddyl inh 3, DNMT1 block 10 and TbMetRS inhib -0.4.
For COc1cc(/C=C(\C#N)c2[nH]nc(N)c2C#N)cc(OC)c1O the results were NadD block -3, LMPTP inh 26, Scp1 inh -8, SUMO1 PPI mod -18, STEP block 1, Rpn11 block inactive, MsrA inh 3.3, CSN deneddyl inh 8, DNMT1 block -3 and TbMetRS inhib -0.5.
`CCC(=O)c1c[nH]c(C(=O)NCC2CCCO2)c1` (centres undefined) gave NadD block -4, LMPTP inh -3.5, Scp1 inh 2, SUMO1 PPI mod 1, STEP block 0, Rpn11 block inactive, MsrA inh -0.1, CSN deneddyl inh 1, DNMT1 block 4 and TbMetRS inhib -0.1.
`CC(=O)c1cc2c(cc1NS(=O)(=O)c1ccccc1F)OCO2` gave NadD block 5, LMPTP inh 1.0, Scp1 inh -8, SUMO1 PPI mod -1, STEP block -1, Rpn11 block inactive, MsrA inh 1.6, CSN deneddyl inh 2, DNMT1 block -5 and TbMetRS inhib -0.7.

An excerpt from above in order of number of heavy atoms, low to high.
`CCC(=O)c1c[nH]c(C(=O)NCC2CCCO2)c1` (centres undefined) gave NadD block -4, LMPTP inh -3.5, Scp1 inh 2, SUMO1 PPI mod 1, STEP block 0, Rpn11 block inactive, MsrA inh -0.1, CSN deneddyl inh 1, DNMT1 block 4 and TbMetRS inhib -0.1.
For CC(Cc1ccccc1)C(=O)N(C)Cc1ccccc1 (centres undefined) the results were NadD block -1, LMPTP inh -2.5, Scp1 inh 0, SUMO1 PPI mod 1, STEP block -2, Rpn11 block inactive, MsrA inh -1.0, CSN deneddyl inh 3, DNMT1 block 10 and TbMetRS inhib -0.4.
For COc1cc(/C=C(\C#N)c2[nH]nc(N)c2C#N)cc(OC)c1O the results were NadD block -3, LMPTP inh 26, Scp1 inh -8, SUMO1 PPI mod -18, STEP block 1, Rpn11 block inactive, MsrA inh 3.3, CSN deneddyl inh 8, DNMT1 block -3 and TbMetRS inhib -0.5.

Following part:
`O=C(Nc1cccc(S(=O)(=O)N2CCOCC2)c1)c1ccco1` gave NadD block 4, LMPTP inh -0.4, Scp1 inh -4, SUMO1 PPI mod -4, STEP block -3, Rpn11 block inactive, MsrA inh -0.1, CSN deneddyl inh 0, DNMT1 block -1 and TbMetRS inhib 0.1.
Screening C[C@@H]1CN(C(=O)c2nc3ccc(Cl)cn3c2CN[C@H]2CCCCNC2=O)C[C@H](C)O1 returned NadD block -1, LMPTP inh -0.5, Scp1 inh -4, SUMO1 PPI mod 0, STEP block -4, Rpn11 block inactive, MsrA inh 1.5, CSN deneddyl inh 0, DNMT1 block 2 and TbMetRS inhib -0.6.
Cc1cccc2c(=O)c(-c3ccc(Cl)cc3)c(NC(=O)c3ccco3)oc12 was read as NadD block -4, LMPTP inh 1.4, Scp1 inh -5, SUMO1 PPI mod 6, STEP block 0, Rpn11 block inactive, MsrA inh 3.7, CSN deneddyl inh 0, DNMT1 block 0 and TbMetRS inhib 0.5.
`CC1(C)C(C=C(Cl)Cl)C1C(=O)N(Cc1ccc(Cl)cc1)C1CCS(=O)(=O)C1` (centres undefined) gave NadD block -6, LMPTP inh 2.1, Scp1 inh -8, SUMO1 PPI mod 2, STEP block 2, Rpn11 block inactive, MsrA inh -0.2, CSN deneddyl inh 4, DNMT1 block -3 and TbMetRS inhib -0.5.
Screening O=c1[nH]c2ccccc2c(=O)c2ccccc12 returned NadD block -6, LMPTP inh -1.3, SUMO1 PPI mod -9, STEP block -3, Rpn11 block inactive, MsrA inh 0.2, CSN deneddyl inh -2, DNMT1 block 2 and TbMetRS inhib 0.2.
For O=C(c1cccs1)n1cc(C(=S)N2CCOCC2)c2ccccc21 the results were NadD block -5, LMPTP inh 0.7, Scp1 inh -11, SUMO1 PPI mod 3, STEP block 4, Rpn11 block inactive, MsrA inh 1.4, CSN deneddyl inh 6, DNMT1 block -1 and TbMetRS inhib 0.1.
For Cc1noc(C)c1C(=O)Nc1sc2c(c1C(N)=O)CCC2 the results were NadD block 0, LMPTP inh 1.5, Scp1 inh -4, SUMO1 PPI mod 3, STEP block -2, Rpn11 block inactive, MsrA inh 1.4, CSN deneddyl inh 5, DNMT1 block -8 and TbMetRS inhib -0.6.
Cc1cnc(NC(=O)Cc2c[nH]c3ccccc23)s1 was read as NadD block 2, LMPTP inh -0.7, Scp1 inh 0, SUMO1 PPI mod -1, STEP block 3, Rpn11 block inactive, MsrA inh -1.5, CSN deneddyl inh 0, DNMT1 block -2 and TbMetRS inhib -0.6.
Cc1c(C(=O)OCCN2CCCCC2)oc2ccccc12 was read as NadD block 8, LMPTP inh 0.0, Scp1 inh -1, SUMO1 PPI mod -1, STEP block 0, Rpn11 block inactive, MsrA inh 0.4, CSN deneddyl inh -4, DNMT1 block 8 and TbMetRS inhib -1.0.
`COc1ccc(S(=O)(=O)NC(N)=NCCc2ccccc2)cc1` gave NadD block 0, LMPTP inh 0.0, Scp1 inh -2, SUMO1 PPI mod 3, STEP block 0, Rpn11 block inactive, MsrA inh 0.1, CSN deneddyl inh -3, DNMT1 block 8 and TbMetRS inhib 1.7.
CC(=O)c1c(C)[nH]c(C(=O)OCC(=O)NC(C)c2ccccc2)c1C (centres undefined) was read as NadD block -6, LMPTP inh -1.2, SUMO1 PPI mod 4, STEP block -4, Rpn11 block inactive, MsrA inh 0.1, CSN deneddyl inh -2, DNMT1 block -2 and TbMetRS inhib -0.3.
CC(=O)NC(NC(C)=O)c1ccc(N(C)C)cc1 was read as NadD block -4, LMPTP inh 0.0, Scp1 inh 52*, SUMO1 PPI mod -3, STEP block -1, Rpn11 block inactive, MsrA inh 4.2, CSN deneddyl inh -2, DNMT1 block 4 and TbMetRS inhib -0.1.
`CCOc1ccccc1NC(=O)C1CCN(S(=O)(=O)c2cccc3cccnc23)CC1` gave NadD block 8, LMPTP inh 0.4, SUMO1 PPI mod 4, STEP block 3, Rpn11 block inactive, MsrA inh 1.4, CSN deneddyl inh 8, DNMT1 block 3 and TbMetRS inhib -0.4.
COc1ccc(CN(CC2CCCO2)C(=O)CN2C(=O)C(C)Oc3ccc(C)cc32)cc1OC (centres undefined) was read as NadD block 0, LMPTP inh 0.5, Scp1 inh -12, SUMO1 PPI mod -3, STEP block -1, Rpn11 block inactive, MsrA inh 0.5, CSN deneddyl inh -4, DNMT1 block -1 and TbMetRS inhib 0.2.
For COc1cc(S(=O)(=O)N2CCN(C)CC2)c(OC)cc1Br the results were NadD block -2, LMPTP inh -1.0, Scp1 inh -10, SUMO1 PPI mod -3, STEP block 2, Rpn11 block inactive, MsrA inh -0.9, CSN deneddyl inh 4, DNMT1 block 4 and TbMetRS inhib -0.5.
`O=C(O)c1cc([N+](=O)[O-])ccc1NCCc1ccccc1` gave NadD block -4, LMPTP inh -1.1, Scp1 inh -9, SUMO1 PPI mod -21, STEP block 2, Rpn11 block inactive, MsrA inh 0.5, CSN deneddyl inh 0, DNMT1 block 3 and TbMetRS inhib -0.3.
`CC(OC(=O)/C=C/c1cccc(F)c1)C(=O)NC1CCCCC1C` (centres undefined) gave NadD block -2, LMPTP inh -0.6, Scp1 inh 1, SUMO1 PPI mod 3, STEP block 0, Rpn11 block inactive, MsrA inh -0.2, CSN deneddyl inh -8, DNMT1 block 0 and TbMetRS inhib 0.1.
Screening COc1ccc(OC)c(S(=O)(=O)NCc2ccccn2)c1 returned NadD block -8, LMPTP inh -0.1, Scp1 inh -6, SUMO1 PPI mod -1, STEP block -3, Rpn11 block inactive, MsrA inh 0.4, CSN deneddyl inh 1, DNMT1 block 1 and TbMetRS inhib -0.3.
N/C(=N/OCc1cccc([N+](=O)[O-])c1)c1nonc1N was read as NadD block -7, LMPTP inh -1.1, Scp1 inh -7, SUMO1 PPI mod -12, STEP block -2, Rpn11 block inactive, MsrA inh 1.3, CSN deneddyl inh -14, DNMT1 block 5 and TbMetRS inhib 0.4.
`CC1(C)C(=O)Nc2ccccc2N1C(=O)COC(=O)Cc1c(F)cccc1Cl` gave NadD block -7, LMPTP inh 1.6, Scp1 inh -4, SUMO1 PPI mod -2, STEP block 0, Rpn11 block inactive, MsrA inh -1.0, CSN deneddyl inh 2, DNMT1 block 5 and TbMetRS inhib -0.5.
`CNC(=S)N1CCc2cc(OC)c(OC)cc2C1` gave NadD block -1, LMPTP inh -1.5, Scp1 inh -4, SUMO1 PPI mod 1, STEP block 1, Rpn11 block inactive, MsrA inh 1.9, CSN deneddyl inh 2, DNMT1 block 1 and TbMetRS inhib -0.9.
